Compound activity: PubChem, National Center for Advancing Translational Sciences (NCATS)
IL2 activator: qHTS of IL-2 Activators; IL-2 activation reporter assay, cell-based qHTS; stimulated with anti-CD3/CD4/CD28 beads; in transgenic mouse T cells; activation, % (series mostly up to about 46 µM); actives 0.065% (n = 360,000); in the data active = activation above about 50%; inconclusive = mostly about 30% to 49%; note: 0% is about no effect
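EGFP and DsRed fluorescence is measured by plate cytometry in unstimulated transgenic mouse T cells exposed to compound for 60 minutes, then stimulated 18 hours at 37 degrees C with anti-CD3/anti-CD4 beads plus anti-CD28.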
FUS suppressor: qHTS for Suppressors of FUS Proteinopathy: Primary screen using FUS-linked yeast assay. S. cerevisiae FUS-expressing, growth rescue, OD600, 24 h. Potency, µM (highest dose often 76.6 µM), without a hit: at the top dose growth rescue (activation), hits mostly activators. actives 0.24% (n = 390,000);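 note: potency is the fitted concentration of half-maximal effect; plate controls were DMSO vehicle for no effect and reference control for full effect; nearly all actives have a fitted effect of over 55% in size; some results filed as inactive show a strong effect at the top dose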
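Read-out: OD at 600 nm after 24hr at 30C, reporting rescue of FUS-induced yeast toxicity. Cells at OD 0.005 in galactose (2%) minimal medium; compounds tested in a dilution series; CP55940 titration from 92uM final as control.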
Abeta rescue: qHTS for compounds that reverse cellular toxicity of Amyloid beta (A-beta) peptide in yeast: Primary Screen; Potency, µM (titrated, usually from 46.1 µM), without a hit: at the highest dose growth rescue, most hits filed as activators; actives 0.063% (n = 410,000); yeast expressing A-beta42, growth rescue, OD600, 48 h; response scale: 0% DMSO, 100% iron-clioquinol control; note: potency is the fitted concentration of half-maximal effect; nearly all actives have a fitted effect of over 55% in size
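Yeast A-beta toxicity model in growth medium with pinned compounds, 48 h at 30 C; growth read as absorbance at 600 nm. Normalized to FeCl3/clioquinol equimolar mix (positive) and DMSO (negative).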
aSyn rescue: qHTS of alpha-syn Inhibitors; Potency, µM (highest dose often 46.1 µM), for inactives: at the top dose growth rescue (activation), most hits filed as activators; Yeast expressing alpha-synuclein, growth rescue, BacTiter-Glo, 24 h; AID 652106, 2013; actives 0.14% (n = 370,000); note: potency is the fitted concentration of half-maximal effect; % of control where 0% means no effect; nearly all actives have a fitted effect of over 65% in size
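Readout is rescue of growth in alpha-synuclein-expressing yeast, so inhibitors of toxicity appear as activators. Growth after 24 hr at 30 deg C in galactose medium is quantified by luminescence.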
EPAC1 agonist: qHTS for Agonist of cAMP-regulated guanine nucleotide exchange factor 3 (EPAC1): primary screen; Rap guanine nucleotide exchange factor 3 (Homo sapiens), O95398; EPAC1 agonist qHTS, biochemical assay; response scale: 100% = response to 6.5 mM cAMP; Potency, µM (top dose mostly 154 µM), for the others: at the highest dose activation, hits mostly activators; actives 0.073% (n = 360,000); note: potency is the fitted concentration of half-maximal effect; nearly all actives have a fitted effect of over 60% in size
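Multi-concentration qHTS readout: loss of Rap1B-bound BODIPY-GDP fluorescence driven by 100 nM EPAC1 with excess GDP (50 uM), monitored kinetically at room temperature; agonist response expressed relative to 6.5 mM cAMP.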
PI5P4Ka inh: qHTS for Inhibitors of phosphatidylinositol 5-phosphate 4-kinase (PI5P4K) | AID 652105, 2013 | max response, % | Phosphatidylinositol 5-phosphate 4-kinase type-2 alpha (Homo sapiens), P48426 | actives 1.2% (n = 330,000) | PI5P4Kalpha enzyme, ADP-Glo luminescence, 60 min; active compounds read low; active = max response of -50% or lower; inconclusive = between -30% and -50%; inactive = -30% or higher; note: value at the top dose of about 77 µM; % is set by controls: 0 for no effect and ±100 for the full control effect
Target sequence (P48426 whole entry, looked up): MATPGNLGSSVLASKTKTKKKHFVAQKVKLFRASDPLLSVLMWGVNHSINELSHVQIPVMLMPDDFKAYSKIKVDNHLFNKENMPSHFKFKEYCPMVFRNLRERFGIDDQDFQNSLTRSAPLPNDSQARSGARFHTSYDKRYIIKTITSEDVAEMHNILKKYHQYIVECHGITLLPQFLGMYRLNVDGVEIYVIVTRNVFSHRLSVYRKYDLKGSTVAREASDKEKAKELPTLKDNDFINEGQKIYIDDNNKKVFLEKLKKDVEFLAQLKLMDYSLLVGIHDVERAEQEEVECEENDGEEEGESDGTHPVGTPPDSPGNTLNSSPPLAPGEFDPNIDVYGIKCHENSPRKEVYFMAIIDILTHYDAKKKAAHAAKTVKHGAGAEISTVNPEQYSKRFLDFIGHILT
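Human PI5P4Kalpha with substrate in 0.038 M HEPES pH 7.4, 0.28 mM EGTA, 0.1% CHAPS, 5% DMSO; reaction started with 5 microM ATP (final), 60 min at room temperature. ADP formed read by ADP-Glo luminescence.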
PLK1 PBD block: qHTS for Inhibitors of PLK1-PDB (polo-like kinase 1 - polo-box domain): Primary Screen; Plk1 PBD binding of FITC phosphopeptide, fluorescence polarization; Potency, µM, inactives show max response, negative = inhibition, usual class: inhibitors; actives 2.8% (n = 360,000); AID 720504, 2013; note: potency is the fitted concentration of half-maximal effect; series mostly up to about 57 µM; % is set by controls: 0 for no effect and ±100 for the full control effect; nearly all actives have a fitted effect of over 65% in size
Target sequence (P53350 whole entry, looked up, the tested form may be a part): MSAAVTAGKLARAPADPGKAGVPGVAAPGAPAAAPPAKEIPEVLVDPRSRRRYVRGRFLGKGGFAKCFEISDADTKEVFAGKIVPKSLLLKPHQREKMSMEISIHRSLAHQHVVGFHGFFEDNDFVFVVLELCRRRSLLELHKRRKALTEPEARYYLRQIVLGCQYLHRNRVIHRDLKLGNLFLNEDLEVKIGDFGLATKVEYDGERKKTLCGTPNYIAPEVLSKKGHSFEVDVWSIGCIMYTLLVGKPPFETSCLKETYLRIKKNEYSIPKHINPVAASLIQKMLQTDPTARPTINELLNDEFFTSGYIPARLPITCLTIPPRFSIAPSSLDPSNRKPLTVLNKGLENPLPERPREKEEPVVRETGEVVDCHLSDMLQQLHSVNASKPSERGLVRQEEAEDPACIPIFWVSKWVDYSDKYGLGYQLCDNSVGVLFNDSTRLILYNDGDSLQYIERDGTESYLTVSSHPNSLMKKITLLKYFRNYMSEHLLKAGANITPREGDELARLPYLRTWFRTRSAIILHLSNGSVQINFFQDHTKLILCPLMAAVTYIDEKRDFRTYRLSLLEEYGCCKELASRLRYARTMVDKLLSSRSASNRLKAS
EPAC1 antagonist: qHTS for Antagonist of cAMP-regulated guanine nucleotide exchange factor 3 (EPAC1): primary screen. EPAC1 GEF assay, Rap1b-BODIPY-GDP exchange fluorescence. Potency, µM (highest dose often 115 µM), inactives show top-dose activity change, negative = inhibition, actives largely listed as inhibitors. actives 0.14% (n = 360,000). AID 720709, 2013;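 note: potency is the fitted concentration of half-maximal effect; plate controls were vehicle for no effect and positive control for full effect; nearly all actives have a fitted effect of over 50% in size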
WRN inhibitor: qHTS for Inhibitors of WRN Helicase | Bifunctional 3'-5' exonuclease/ATP-dependent helicase WRN (Homo sapiens), Q14191 | Potency, µM (top dose mostly 114 µM), without a hit: at the top dose activity change, negative = inhibition, most hits filed as inhibitors | WRN helicase unwinding, fluorescent forked duplex, kinetic | actives 0.46% (n = 360,000); note: potency is the fitted concentration of half-maximal effect; % is set by controls: 0 for no effect and ±100 for the full control effect; nearly all actives have a fitted effect of over 55% in size
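Enzyme (20 nM final) and test compound sit together 15 min at room temperature before substrate addition. Substrate is a single-forked duplex oligonucleotide (100 nM) labelled with fluorophore and quencher, with 2 mM ATP; helicase unwinding raises red fluorescence, read kinetically.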
* = called active by the depositor; ? = inconclusive; . = no result given; & = joins results of further samples; [ ] = another dose, or the depositor's remark. Unless noted, calls come from the whole dose curve; as a rule, active = well fitted curve in the direction sought with a large enough effect; inconclusive = small, poorly fitted or top-dose-only effect, or another doubt; inactive = no such curve, though single readings can be large; an effect the other way counts as inactive or inconclusive.

SMILES	IL2 activator	FUS suppressor	Abeta rescue	aSyn rescue	EPAC1 agonist	PI5P4Ka inh	PLK1 PBD block	EPAC1 antagonist	WRN inhibitor
CC(C)(C)C(=O)NC1CC2CCCC(C1)N2C(=O)Nc1ccccc1F (stereo unspecified)	-0.7	-13%	10%	4%	2%	4	-5%	0%	-24%
COc1cc(C(=O)N2CCN(C(=O)C3CC3)CC2)cc(OC)c1OC	0.1	-18%	6%	0%	2%	-4	-17%	-5%	5%
CC(C)(C)c1ccc(NNC(=O)C2CCC2)cc1	-1.5	9%	29%	4%	-7%	2	5%	6%	5%
CCOc1cc2[nH]c(=O)n(CCCCC(=O)N3CCCCCC3)c(=O)c2cc1OCC	2.9	-5%	21%	-1%	3%	-4	-11%	-27%	-4%
COc1ccccc1CNC(=O)C1CCN(C(=O)NC2CCCCC2)CC1	1.8	-35%	-5%	-1%	-7%	2	0%	2%	9%
O=C(NCC1CCCO1)C1CCN(CC2CCCCC2)CC1 (stereo unspecified)	0.6	-4%	0%	-11%	14%	2	-4%	0%	13%
CCCCNC(=O)CCc1c(C)nc2c(c(C)nn2-c2ccccc2)c1C	0.6	28%&10%	-3%&-7%	13%	-3%	7	?	-2%	2%
O=C(c1cc2ccccc2oc1=O)N(Cc1cccs1)C1CCS(=O)(=O)C1 (stereo unspecified)	4.2	20%	2%	-3%	14%	-1	-13%	-7%	-19%
Brc1cnc(N2CCCC2)nc1N1CCCCC1	-2.4	-9%	12%	5%	-5%	0	-12%	?	-5%
O=C(CN1CCN(Cc2ccccc2)CC1)NCCc1ccccc1	-0.4	18%	-1%	-6%	0%	-3	-9%	-16%	3%
Cc1cc(C)n(-c2ccc(C(=O)N3CC(C)OC(C)C3)cc2)n1 (stereo unspecified)	3.3	-17%	5%	-10%	-3%	2	-3%	-6%	-4%
CSC(SC)=C(C#N)C(=O)c1ccccc1	-2.5	-6%	-94%[inhibitor]	-21%	3%	-9	11µM*	2%	-18%
CCOc1ccc(CCNC(=O)c2cccc3c2C(=O)N(CCOC)C3)cc1OCC	55*	23%	-7%	-3%	2%	-3	5%	-2%	14%
CCSc1nnc2ccc(-c3cccs3)nn12	-1.7	-28%	-20%	-3%	-7%	3	-17%	16%	-6%
OC(CN1CCCCC1)CN(c1ccccc1)c1ccccc1 (stereo unspecified)	-4.1	5%	-4%[9.22 µM]	0%	3%	5	-7%	0%	-11%
CCOP(=O)(OCC)C(O)c1cc(OC)c(OC)c(OC)c1 (stereo unspecified)	1.0	.	-2%	-6%	-2%	-4	-16%	3%	-23%
Cc1nc(-c2ccc(S(=O)(=O)Nc3ccc(Br)cc3F)cc2)co1	-2.0	-17%	-5%	8%	7%	0	-9%	-15%	-10%
CC(C)(C)c1cc(NC(=O)CSc2nnc(N)s2)n(-c2ccccc2)n1	-5.9	27%	-18%	-8%	2%	-14	-20%	-2%	0%
Cc1noc(C)c1NC(=O)N(C)C[C@H]1OCc2cnnn2CCCC(=O)N([C@H](C)CO)C[C@@H]1C	-0.1	-11%	1%	5%	-12%	0	-7%	2%	8%
CCNc1nc(SCC(=O)Nc2ccc(Cl)c(Cl)c2)nc(N(C)C)n1	-0.2	-11%	-2%	-2%	4%	7	-12%	-29%	-4%
O=S(=O)(c1ccc(Cl)cc1)N1CCCC1c1nc2ccccc2s1 (stereo unspecified)	-3.2	2%	-9%	-3%	22%	0	-8%	5%	4%
Cc1ccc(OCCOCCOc2ccc(Br)cc2/C=N\NC(=O)c2ccncc2)cc1	3.0	8%	-3%	23%	-10%	2	1%	?	-5%
CC(=O)Oc1ccc(C(=O)Nc2cccc(-c3nnc(-c4ccco4)o3)c2)cc1	-3.2	-4%	21%	2%	5%	-2	-6%	-3%	-32%
CCCc1nnc(NC(=O)C(=O)NCCN(C)C)s1	5.1	-2%	-17%	-7%	1%	1	-5%	-11%	-12%
CC(=O)c1ccc(NC(=O)CNCC(c2ccccc2)N(C)C)cc1 (stereo unspecified)	1.2	18%	16%	1%	4%	-18	19µM*	6%	-6%
O=C(NC1CC1)C1CCN(C2CCN(C(=O)CCOc3ccccc3)CC2)CC1	-0.5	-8%	-17%	-3%	8%	0	-16%	4%	-2%
COc1cccc(NC(=O)NC(=O)c2c(C)cc(Cl)nc2Cl)c1	-0.6	18%	9%	11%	-5%	4	-6%	18%	-11%
CCC(=O)Nc1cccc(NC(=O)CSc2nnnn2C2CCCC2)c1	-1.6	-6%	9%	0%	11%	.	-4%	-1%	-6%
Cc1cc(C)cc(NS(=O)(=O)c2ccc3oc(=O)ccc3c2)c1	-2.2	17%	?	-3%	3%	.	-5%	15%	-6%
COc1ccc(CNCc2ccccc2C(F)(F)F)cc1	-0.1	-12%	4%	1%	1%	-8	-8%	32%[activator]	9%
COc1cccc(Cn2c3ccc(NC(=O)CCc4ccc(F)cc4)cc3c(=O)n2C)c1	-0.6	1%	8%	-4%	-20%	-6	-2%	-22%	-10%
COCc1cccc(C2=CC(=O)C[C@H](c3ccc(F)cc3)C2)c1	-3.4	18%	-24%	-1%	-16%	-3	30µM*	9%	-4%
CCN(CC)S(=O)(=O)c1ccc(NC2=NS(=O)(=O)c3ccccc32)cc1	1.8	-2%	15%	0%	-1%	.	1%	8%	2%
CCc1nnc(NC(=O)Cc2ccc(OC)cc2)s1	-0.6	6%	14%	2%	4%	-1	-1%	?	3%
COc1cc2c(C(=O)NCc3ccc4c(c3)OCO4)cn(C)c(=O)c2cc1OC	0.8	6%	9%	1%	2%	2	0%	-15%	-7%
CCC(CC)C(=O)Nc1ccccc1NC(C)=O	-2.1	28%	4%	-6%	11%	.	-9%	7%	-3%
O=C(OCC(=O)N1CCN(C(=O)c2ccco2)CC1)c1c(Cl)cccc1Cl	-3.0	.	-12%	?	2%	-8	-12%	-5%	-21%
O=S(=O)(NCC1CCCO1)c1ccc(S(=O)(=O)N2CCc3ccccc3C2)cc1 (stereo unspecified)	-1.6	8%	6%	1%	-9%	.	3%	2%	-3%
CCOC(=O)N1CCN(C(=O)CSc2nc(=O)n3cc(C)ccc3n2)CC1	-0.3	-7%	12%	-2%	2%	1	-7%	-30%	-10%
O=C(Nc1ccc(F)c(Cl)c1)C1CCCN(C2=NS(=O)(=O)c3ccccc32)C1 (stereo unspecified)	0.1	17%	-21%	1%	0%	-2	0%	4%	2%
Cc1ccc(NC(=O)C2C3/C=C\CCCCC32)cc1C (stereo unspecified)	-0.5	.	-4%	1%	-10%	2	-10%	-3%	7%
COc1ccc(NC(=O)C2C3C=CC4(CN(Cc5cccnc5)C(=O)C24)O3)c(OC)c1 (stereo unspecified)	-2.9	21%	-8%	-5%	-23%	1	-15%	8%	-13%
CNC(=S)N(C)c1ccccc1	-2.5	.	-10%	0%	-12%	-1	-2%	12%	8%
Cc1ccc2[nH]c(C(=O)N3CCC(C(N)=O)CC3)cc2c1	-0.4	8%	4%	2%	0%	6	-10%	-9%	-4%
CC(C)N(C(=O)Cn1cc(S(=O)(=O)CC(=O)NCc2ccc(F)cc2)c2ccccc21)C(C)C	0.7	?	6%	9%	7%	1	0%	-9%	-6%

Part of the list above, showing only PI5P4Ka inh and EPAC1 agonist:
structure | PI5P4Ka inh | EPAC1 agonist
O=C(c1cc2ccccc2oc1=O)N(Cc1cccs1)C1CCS(=O)(=O)C1 (stereo unspecified) | -1 | 14%
Brc1cnc(N2CCCC2)nc1N1CCCCC1 | 0 | -5%

Additional entries.
SMILES	IL2 activator	FUS suppressor	Abeta rescue	aSyn rescue	EPAC1 agonist	PI5P4Ka inh	PLK1 PBD block	EPAC1 antagonist	WRN inhibitor
Cc1c2c(cc3c1[nH]c1ccccc13)C=NCC2	0.1	10%	-11%	2%	4%	-5	20%	2%	14%[11.6 µM]
O=C(NCCCc1ccccc1)C1CCC(=O)N(Cc2ccc(Cl)cc2)C1 (stereo unspecified)	-3.9	.	-23%	-5%	0%	9	0%	2%	-30%
O=C1CN(CCN2CC(=O)N(Cc3ccccc3)C(=O)C2)CC(=O)N1Cc1ccccc1	-2.2	30%	-4%	-2%	-4%	0	-3%	17%	5%
CC1CCN(C(=O)c2cccc(S(=O)(=O)N3CCCc4ccccc43)c2)CC1	-3.8	13%	7%	6%	-4%	0	-24%	-2%	-4%
O=C(c1ccc(CS(=O)c2ccccc2Cl)o1)N1CCCCCC1 (stereo unspecified)	-0.9	3%	6%	-2%	-5%	1	-16%	12%	3%
COc1cc(NC(=O)c2cccs2)ccc1NC(=O)Cc1ccccc1	-4.0	.	-4%	2%	15%	-3	-12%	-9%	-23%
CC(=O)Nc1cc(F)c2c(c1F)Cc1cc(F)ccc1-2	0.1	-1%	6%	1%	1%	10	-2%	2%	4%
Cc1nn(C)cc1S(=O)(=O)NCc1ccccc1Cl	-1.6	15%	13%	2%	3%	5	-5%	9%	2%

Not a hit list; about 4.1% have a hit in one of these screens.
